Bioassay records: PubChem, Sanford-Burnham Center for Chemical Genomics
CXCR6 inh: CXCR6 (human) receptor inhibition; O00574; CHO-K1 PathHunter CXCR6 beta-arrestin, luminescence; inhibition, % at 20 µM; 0.36% of 360,000 active; AID 602244; in the data active means inhibition above about 34%, passing the limit was not always enough;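 further: antagonist mode with CXCL16 agonist at 10 nM final; 0% = 10 nM CXCL16 with DMSO and 100% = unstimulated wells without agonist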
Target sequence (O00574 whole entry, looked up): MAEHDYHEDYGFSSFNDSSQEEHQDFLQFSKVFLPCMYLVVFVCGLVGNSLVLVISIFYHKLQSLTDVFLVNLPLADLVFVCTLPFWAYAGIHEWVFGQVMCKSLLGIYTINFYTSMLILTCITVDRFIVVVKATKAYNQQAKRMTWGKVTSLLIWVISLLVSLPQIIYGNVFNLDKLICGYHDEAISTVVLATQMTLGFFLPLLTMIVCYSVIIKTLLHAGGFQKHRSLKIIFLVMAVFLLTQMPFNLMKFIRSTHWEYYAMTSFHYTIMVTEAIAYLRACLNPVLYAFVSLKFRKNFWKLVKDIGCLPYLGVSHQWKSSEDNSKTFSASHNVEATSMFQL
Jurkat NFkB inh: lowers PMA/ionomycin-induced NF-kB signal in Jurkat cells; AID 435003; 0.53% of 330,000 active; inhibition, % at 4 µM; PMA/ionomycin-induced NF-kB luciferase reporter, luminescence; in the data active means inhibition above about 50%
Gli-Sufu antag: blocks Gli-Sufu signaling in a luciferase reporter; 0.74% of 340,000 active; inhibition, % at 5 µM; Sufu-KO-LIGHT fibroblasts, Gli luciferase reporter luminescence;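 active means inhibition above about 55%, limit read from the data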;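 further: 0% = DMSO-treated cells and 100% = wells with medium but no cells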
697 NFkB inh: lowers PMA/ionomycin-induced NF-kB signal in 697 B cells; 697 B-cell NF-kB luciferase reporter, 16 h; inhibition, % at 4 µM; 0.33% of 330,000 active; in the data active means inhibition above about 35%
CCR6 antag: antagonists of human CCR6 receptor; CHO-K1 CCR6 PathHunter beta-arrestin, luminescence, CCL20-stimulated; inhibition, % at 20 µM; 0.49% of 340,000 active;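 active means compounds whose inhibition of the agonist-driven luminescence signal at 20 µM reaches about 50%, limit read from the data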;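 further: cells stimulated with CCL20 at 14 nM final; plate controls were DMSO with CCL20 for no effect and DMSO without agonist for full effect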
Target sequence (P51684 whole entry, looked up): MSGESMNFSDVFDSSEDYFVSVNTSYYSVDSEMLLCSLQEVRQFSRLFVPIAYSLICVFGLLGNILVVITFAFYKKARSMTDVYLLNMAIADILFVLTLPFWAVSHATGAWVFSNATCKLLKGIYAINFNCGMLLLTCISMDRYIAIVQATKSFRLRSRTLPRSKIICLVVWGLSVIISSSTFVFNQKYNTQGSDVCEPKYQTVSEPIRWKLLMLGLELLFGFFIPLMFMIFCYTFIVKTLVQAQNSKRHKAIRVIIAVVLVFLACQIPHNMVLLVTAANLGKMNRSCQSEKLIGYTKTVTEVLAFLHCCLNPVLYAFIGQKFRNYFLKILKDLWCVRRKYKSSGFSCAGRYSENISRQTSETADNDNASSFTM
EBI2 antag: EBI2 (human) antagonism. P32249. EBI2 beta-arrestin recruitment, luminescence, 7a,25-OHC stimulated. inhibition, % at 5 µM. 0.81% of 360,000 active; in the data active means inhibition above about 38%;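 further: enzyme fragment complementation signal reports receptor beta-arrestin coupling in cells; 0% = agonist plus DMSO wells and 100% = wells without agonist; some results beyond the cut were filed as inactive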
Target sequence (P32249 whole entry, looked up, the tested form may be a part): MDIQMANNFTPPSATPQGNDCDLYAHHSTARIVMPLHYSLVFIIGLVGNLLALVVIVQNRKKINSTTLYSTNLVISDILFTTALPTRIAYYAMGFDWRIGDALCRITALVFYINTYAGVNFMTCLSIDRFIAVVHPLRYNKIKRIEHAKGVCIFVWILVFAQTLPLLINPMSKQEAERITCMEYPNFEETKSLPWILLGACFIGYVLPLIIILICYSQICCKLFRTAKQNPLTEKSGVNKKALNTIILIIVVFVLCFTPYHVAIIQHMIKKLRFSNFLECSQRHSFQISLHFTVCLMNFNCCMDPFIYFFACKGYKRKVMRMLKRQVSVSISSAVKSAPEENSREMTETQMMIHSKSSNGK
APJ antag: APJ receptor antagonism; 0.32% of 330,000 active; CHO-K1 APJ beta-arrestin complementation, luminescence; inhibition, % at 20 µM;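 active means inhibition above about 40% at 20 µM, limit read from the data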;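 further: cells challenged with 10 nM apelin-13 agonist together with compound; plate controls were apelin-13 plus DMSO wells for no effect and DMSO wells lacking apelin-13 for full effect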
UBC13 polyUb: blocks human UBC13 polyubiquitin chain formation; inhibition, % at 20 µM; TR-FRET; 0.47% of 330,000 active; P61088; in the data active means inhibition above about 45%, passing the limit was not always enough
* = called active by the depositor; · = not tested or not shown.

1. CC(=O)c1ccc(N2CCN(C(=O)c3c(-c4ccccc4Cl)noc3C)CC2)cc1
2. CSc1nsc(SCC(=O)Nc2ccc(C(=O)O)cc2)n1
3. O=C(OCCOc1cccc(Cl)c1)c1ccc(F)c(S(=O)(=O)N2CCOCC2)c1
4. CN(C)C(CNC(=O)CCCc1c[nH]c2ccccc12)c1ccco1 (stereo not drawn)
5. COc1cc(NC(=O)C2CC(c3ccccc3Cl)=NO2)cc(OC)c1OC (stereo not drawn)
6. C[C@H](CO)N1C[C@H](C)[C@@H](CN(C)S(=O)(=O)c2ccccc2)Oc2ccc(NS(=O)(=O)c3cn(C)cn3)cc2C1=O
7. Cc1ccc(S(=O)(=O)NC2=NCN(CCN3CCOCC3)CN2)cc1
8. Cc1occc1C(=O)NCCCCNC(=O)c1ccoc1C

screen / no.	1	2	3	4	5	6	7	8
CXCR6 inh	2	11	5	-6	-10	-2	-11	-1
Jurkat NFkB inh	3	-2	-9	0	-3	1	-2	0
Gli-Sufu antag	5	2	1	3	27	-11	-1	1
697 NFkB inh	1	3	4	10	-13	-4	6	2
CCR6 antag	14	6	12	18	-4	-3	-12	-14
EBI2 antag	-8	-2	9	-11	-3	-1	-1	-1
APJ antag	14	23	-6	4	-13	7	-5	-7
UBC13 polyUb	4	0	11	3	3	-4	0	1

9. O=C(Nc1ccccn1)c1ccc(Cl)c(S(=O)(=O)N2CCCC2)c1
10. Cc1ccc2nc(-c3ccccc3)cc(C(=O)N3CCc4ccccc4C3)c2c1
11. CC(C)(C)c1ccc(C(=O)NCCCN2CCN(CCCNC(=O)c3ccc(C(C)(C)C)cc3)CC2)cc1
12. Cc1cccc(OCc2n(CC(=O)OC3CC(C)CCC3C(C)C)c3ccccc3[n+]2C)c1 (stereo not drawn)
13. Clc1ccc(Nc2c3c(nc4ncnn24)CCC3)cc1
14. Cc1cc(C)n2nc(C(=O)OCC(=O)N(CC(C)C)C3CCS(=O)(=O)C3)nc2n1 (stereo not drawn)
15. COc1cc(Cl)nn(-c2ccccc2)c1=O
16. CCCn1c(SCC(=O)NCCc2ccc(Cl)cc2Cl)n[nH]c1=O

screen / no.	9	10	11	12	13	14	15	16
CXCR6 inh	0	11	-3	-4	-10	0	4	-6
Jurkat NFkB inh	-12	8	24	45	5	-9	11	-15
Gli-Sufu antag	-21	-14	72*	46	6	-2	3	4
697 NFkB inh	-4	13	-15	-14	6	-2	9	-19
CCR6 antag	10	10	16	14	6	4	5	2
EBI2 antag	4	-1	7	4	-2	-2	-7	3
APJ antag	-1	13	5	22	21	5	5	-16
UBC13 polyUb	-3	7	66*	59*	1	0	3	0

17. COc1ccc(C2C(=O)N(C3CCCCC3)CC(=O)N2C2CCCC2)cc1 (stereo not drawn)
18. Cc1cc(C)n2nc(C(=O)OCC(=O)Nc3cc(S(=O)(=O)N4CCOCC4)ccc3Cl)nc2n1
19. CC1CN(C(=O)Cn2c(C(F)(F)F)nc3ccccc32)CC(C)O1 (stereo not drawn)
20. Cc1ccccc1Cc1c(C)nc2nc(SCC(=O)NCc3ccco3)nn2c1C
21. Cc1[nH]c2ccccc2c1/C=N/Nc1nncn1N
22. COc1ccc(CNC(=O)CCCCCNC(=O)N2CCn3c2nc2ccccc23)cc1
23. CCOc1ccc(OCCCC(=O)N(C)CC(=O)Nc2ccccc2Br)cc1
24. Cc1cc(=O)oc2c(C)c(OC(C)C(=O)NCCN3CCOCC3)ccc12 (stereo not drawn)

screen / no.	17	18	19	20	21	22	23	24
CXCR6 inh	-5	-2	2	8	-6	-4	4	2
Jurkat NFkB inh	2	·	0	22	-18	-2	-11	7
Gli-Sufu antag	-7	-3	0	2	-6	-12	2	-13
697 NFkB inh	-5	·	16	0	20	7	2	-3
CCR6 antag	-2	15	-21	12	-7	6	4	5
EBI2 antag	2	-8	-2	-2	-9	2	4	-1
APJ antag	-8	·	5	12	-56	14	-3	-20
UBC13 polyUb	-12	·	-11	5	9	9	-11	-2

Reformatted in markdown: 5 of the compounds above
| no. | Molecule | CXCR6 inh | Jurkat NFkB inh | Gli-Sufu antag | 697 NFkB inh | CCR6 antag | EBI2 antag | APJ antag | UBC13 polyUb |
| --- | --- | --- | --- | --- | --- | --- | --- | --- | --- |
| 10 | Cc1ccc2nc(-c3ccccc3)cc(C(=O)N3CCc4ccccc4C3)c2c1 | 11 | 8 | -14 | 13 | 10 | -1 | 13 | 7 |
| 6 | C[C@H](CO)N1C[C@H](C)[C@@H](CN(C)S(=O)(=O)c2ccccc2)Oc2ccc(NS(=O)(=O)c3cn(C)cn3)cc2C1=O | -2 | 1 | -11 | -4 | -3 | -1 | 7 | -4 |
| 24 | Cc1cc(=O)oc2c(C)c(OC(C)C(=O)NCCN3CCOCC3)ccc12 (stereo not drawn) | 2 | 7 | -13 | -3 | 5 | -1 | -20 | -2 |
| 16 | CCCn1c(SCC(=O)NCCc2ccc(Cl)cc2Cl)n[nH]c1=O | -6 | -15 | 4 | -19 | 2 | 3 | -16 | 0 |
| 8 | Cc1occc1C(=O)NCCCCNC(=O)c1ccoc1C | -1 | 0 | 1 | 2 | -14 | -1 | -7 | 1 |

Additional entries follow:
25. CCOc1ccc(C(=O)NCC(=O)N2CCc3ccccc3C2)cc1OCC
26. C/C=C1\COC(C(=O)NCc2ccccc2)(C(F)(F)F)C=C1C=C1CCCCC1 (stereo not drawn)
27. CC(CC(=O)Nc1nnc(C(C)(C)C)s1)c1ccccc1 (stereo not drawn)
28. O=C(CSc1nc(O)c(Cc2ccccc2)c(=O)[nH]1)Nc1ccccc1
29. O=C(C1CCCN(Cc2ccccc2Cl)C1)N1CCCCC1 (stereo not drawn)
30. O=C(COc1ccccc1)NC(NC(=S)Nc1ccccc1O)C(Cl)(Cl)Cl (stereo not drawn)
31. CC(=O)c1ccc(N2CCN(C(=O)CCS(=O)(=O)c3ccc(C)cc3)CC2)cc1
32. CN1CCCN(S(=O)(=O)c2ccc(Cl)c(Cl)c2)CC1

screen / no.	25	26	27	28	29	30	31	32
CXCR6 inh	-14	-1	-2	2	6	6	-3	0
Jurkat NFkB inh	2	12	4	-5	-18	8	-4	·
Gli-Sufu antag	-4	29	19	4	7	2	·	-5
697 NFkB inh	19	-1	-3	9	-2	11	-37	·
CCR6 antag	4	23	0	4	7	24	10	-7
EBI2 antag	3	10	-8	-11	16	4	-8	-14
APJ antag	3	21	5	0	8	15	15	·
UBC13 polyUb	-2	4	6	-8	5	8	-15	·

33. Cc1cc(N2CCN(Cc3nc(-c4ccc(Cl)cc4)oc3C)CC2)cc(C)n1
34. COCCC(=O)NC12CC3CC(CC(C3)C1)C2
35. CCCN(CC(=O)Nc1ccccc1C)C(=O)c1cc(=O)[nH]c2ccccc12
36. COc1ccc(C(=O)NC(=S)NNC(=O)c2ccc(O)cc2)cc1[N+](=O)[O-]
37. O=C(Nc1nnc(C2COc3ccccc3O2)o1)c1ccc(F)cc1 (stereo not drawn)
38. CC(Sc1ccc(Cl)cc1)C(=O)NNC(=O)c1csc(N2CCOCC2)n1 (stereo not drawn)
39. O=C(CN1C(=O)COc2ccc(S(=O)(=O)N3CCCC3)cc21)NC1CCCCCCC1
40. Cc1cc(C(=O)c2ccc(Cl)cc2)c(NC(=O)CCl)s1

screen / no.	33	34	35	36	37	38	39	40
CXCR6 inh	-4	0	-1	22	1	-3	·	-24
Jurkat NFkB inh	-3	2	-11	-5	-2	18	7	5
Gli-Sufu antag	15	4	35	-5	-10	4	·	-4
697 NFkB inh	-44	-2	-7	15	5	-14	-25	29
CCR6 antag	7	4	2	30	4	-2	·	0
EBI2 antag	-9	-27	-3	7	-7	2	·	0
APJ antag	-9	19	14	22	-6	-75	5	3
UBC13 polyUb	-3	5	-20	14	-22	-11	-2	6

41. Cc1ccc(NC(=O)c2ccc(F)cc2F)cc1NS(C)(=O)=O
42. COC(=O)CCCC1=CC2=C(c3ccccc3)C(=O)C(C)(OC(=O)C3CCCC3)C(=O)C2=CN1CC(C)C (stereo not drawn)
43. Cc1c(Cl)cccc1NC(=O)CNC(=O)C1CCN(C(=O)Nc2ccccc2)CC1
44. CC(C)=C1C(=O)NN(c2ccc(F)c(Cl)c2)C1=O
45. Cc1ccc(S(=O)(=O)N(C)C)cc1NC(=O)COc1cccc(-n2cnnn2)c1
46. Cc1c(C(=O)Nc2ccc(Cl)cc2)c2ccccn2c1C(=O)c1ccccc1
47. CC(=O)c1c(C)[nH]c(C(=O)NCCN2CCC(C)CC2)c1C
48. CCN(CC)c1ccc(C(=O)N/N=C/c2ccc(OC)cc2OC)cc1

screen / no.	41	42	43	44	45	46	47	48
CXCR6 inh	-2	-5	-4	0	-4	3	-5	-14
Jurkat NFkB inh	0	-11	3	-7	-26	1	7	22
Gli-Sufu antag	0	-5	4	-2	-7	2	22	-8
697 NFkB inh	1	7	18	6	16	15	-4	16
CCR6 antag	-5	-1	17	-5	1	-8	-4	12
EBI2 antag	8	-9	4	5	-6	-4	-1	12
APJ antag	11	-4	-6	18	-7	10	7	-5
UBC13 polyUb	2	-47	-1	-15	1	12	1	-3

Single records (already shown).
Profile of `CC(C)=C1C(=O)NN(c2ccc(F)c(Cl)c2)C1=O` : CXCR6 inh: 0; Jurkat NFkB inh: -7; Gli-Sufu antag: -2; 697 NFkB inh: 6; CCR6 antag: -5; EBI2 antag: 5; APJ antag: 18; UBC13 polyUb: -15
Profile of `Cc1ccc(NC(=O)c2ccc(F)cc2F)cc1NS(C)(=O)=O` : CXCR6 inh: -2; Jurkat NFkB inh: 0; Gli-Sufu antag: 0; 697 NFkB inh: 1; CCR6 antag: -5; EBI2 antag: 8; APJ antag: 11; UBC13 polyUb: 2

New compounds follow
49. O=C(NC1CCC(=O)N(CCOc2ccccc2)CC1)OCc1ccccc1 (stereo not drawn)
50. O=C1OC(NC(=O)c2ccccc2)C(N2CCOCC2)=C1Cl (stereo not drawn)
51. CCOc1ccc(NC(=O)CS(=O)(=O)c2cn(C)c3ccccc23)cc1
52. O=C(COc1ccc(S(=O)(=O)NC2CCCCC2)cc1)Nc1ccc2c(c1)OCCO2
53. CCN1C(=O)[C@H]2[C@@H](c3ccc(-c4ccccc4)cc3)N[C@@](C)(C(=O)OC)[C@H]2C1=O
54. CC(C)/C(=N\NC(=O)Nc1ccccc1)c1ccccc1
55. CN(c1ccccc1)S(=O)(=O)c1cccc(NC(=O)CCNC(=O)c2ccc(Cl)cc2)c1
56. Cc1ccccc1NC(=O)CSc1nc2n(n1)CCCCC2

screen / no.	49	50	51	52	53	54	55	56
CXCR6 inh	3	-3	-5	-8	2	5	-10	-7
Jurkat NFkB inh	16	-3	-19	-1	5	-8	0	9
Gli-Sufu antag	2	1	2	-2	-12	-4	20	0
697 NFkB inh	3	7	-16	-18	15	10	12	-6
CCR6 antag	-2	-3	-5	23	10	-9	19	2
EBI2 antag	22	2	-6	2	-8	-12	2	-4
APJ antag	-56	0	-14	-71	9	0	9	-7
UBC13 polyUb	-1	-14	-2	-2	-2	10	12	9

57. COC(=O)C1=C(C)NC(C)=C(C(=O)OCC2CCCO2)C1c1cccc(Br)c1 (stereo not drawn)
58. CC(C)(C)c1ccc(COC(=O)CN2C(=O)NC3(CCCC3)C2=O)cc1
59. CCOc1nc(CC)nc(NC(=O)NS(=O)(=O)c2ccccc2Cl)n1
60. CC[C@H](C)[C@H]1CNC(=S)N1CC1CCN(CCC(C)(C)C)CC1
61. CCN(c1ccccc1)S(=O)(=O)c1ccc(NC(=S)NC(=O)c2ccc(Br)o2)cc1
62. Cc1ccc(C(=O)Nc2ccc(C(F)(F)F)n(C)c2=O)cc1
63. O=C(CSc1n[nH]c(=O)n1C1CC1)c1ccc2c(c1)OCCO2
64. Cc1cc(C(=O)NC2CCCN(Cc3ccc(Cl)cc3)C2)c(C)o1 (stereo not drawn)
65. COc1cc(C)ccc1OCCCCOc1ccccc1C(C)=O
66. Cc1cc(C)c2[nH]c(=O)c(CN(CC3CCCO3)C(=O)c3cnccn3)cc2c1 (stereo not drawn)
67. COc1ccc(C(=O)Nc2nnc(CC(=O)N/N=C/c3ccc(O)cc3O)s2)cc1

screen / no.	57	58	59	60	61	62	63	64	65	66	67
CXCR6 inh	6	-1	4	21	23	10	-13	2	-13	0	2
Jurkat NFkB inh	-9	19	1	·	-12	-132	-35	2	5	-7	-13
Gli-Sufu antag	-3	-5	-1	-2	-4	-104	-12	16	-7	-3	·
697 NFkB inh	10	5	-4	·	-17	-123	13	-27	-47	-5	-2
CCR6 antag	34	10	16	8	44	-4	1	5	13	16	·
EBI2 antag	8	-2	4	31	35	4	1	-2	-5	2	-5
APJ antag	3	-61	-2	·	26	-3	-1	7	-5	1	22
UBC13 polyUb	-3	2	-5	·	-8	17	0	0	10	0	-6
